# FadD28 binding: inhibitors of Mycobacterium tuberculosis FadD28 bisubstrate binding | FadD28 bisubstrate probe binding, fluorescence polarization | inhibition, % at 12.5 µM | 360,000 compounds, 0.22% hits; in the data active = inhibition above about 8.5%, passing the limit was not always enough; inconclusive = no clear call, values can overlap the other calls
# TcdB GH inh: inhibitors of Clostridioides difficile toxin B glycohydrolase; inhibition, % at 9.99 µM; 350,000 compounds, 0.24% hits; TcdB glycohydrolase enzymatic assay, plate reader; in the data active = inhibition above about 10%
# BoNT F protease: inhibitors of Botulinum neurotoxin F light chain protease. Multiplex microsphere protease cleavage assay, flow cytometry. inhibition, % at 10 µM. 360,000 compounds, 0.22% hits; in the data active = inhibition above about 35%, passing the limit was not always enough; inconclusive = no clear call, values can overlap the other calls; note: plate controls were buffer without enzyme for full effect and enzyme alone for no effect
# CCHFV vOTU inh: CCHFV vOTU protease inhibition | inhibition, % at 11.5 µM | Pep-AMC fluorescence | AID 651958 | 370,000 compounds, 0.55% hits; in the data active = inhibition above about 30%; note: 0% = vehicle wells with enzyme and 100% = no enzyme wells
# PrPC TRFRET: cell surface PrPC inhibition, primary TR-FRET screen | TR-FRET read-out | inhibition, % at 13.8 µM | 370,000 compounds, 0.43% hits | P04156; in the data active = inhibition above about 24%; note: 0% = median of the test wells and 100% = reference compound wells
# Yp Topo-I inh: inhibitors of Yersinia pestis topoisomerase I; Y. pestis Topo-I cleavage product accumulation, plate reader; activity, % at 10 µM; 360,000 compounds, 0.064% hits; AID 504884; in the data active = activity above about 50%, passing the limit was not always enough; inconclusive = no clear call, values can overlap the other calls; note: inactives centre near 2
# Anthrax LF inh2: inhibitors of Bacillus anthracis lethal factor protease; 360,000 compounds, 0.12% hits; inhibition, % at 10 µM; AID 588501; multiplex microsphere protease cleavage assay, LF; P15917; note: plate controls were buffer without enzyme for full effect and enzyme alone for no effect
# Target sequence (P15917 whole entry, looked up): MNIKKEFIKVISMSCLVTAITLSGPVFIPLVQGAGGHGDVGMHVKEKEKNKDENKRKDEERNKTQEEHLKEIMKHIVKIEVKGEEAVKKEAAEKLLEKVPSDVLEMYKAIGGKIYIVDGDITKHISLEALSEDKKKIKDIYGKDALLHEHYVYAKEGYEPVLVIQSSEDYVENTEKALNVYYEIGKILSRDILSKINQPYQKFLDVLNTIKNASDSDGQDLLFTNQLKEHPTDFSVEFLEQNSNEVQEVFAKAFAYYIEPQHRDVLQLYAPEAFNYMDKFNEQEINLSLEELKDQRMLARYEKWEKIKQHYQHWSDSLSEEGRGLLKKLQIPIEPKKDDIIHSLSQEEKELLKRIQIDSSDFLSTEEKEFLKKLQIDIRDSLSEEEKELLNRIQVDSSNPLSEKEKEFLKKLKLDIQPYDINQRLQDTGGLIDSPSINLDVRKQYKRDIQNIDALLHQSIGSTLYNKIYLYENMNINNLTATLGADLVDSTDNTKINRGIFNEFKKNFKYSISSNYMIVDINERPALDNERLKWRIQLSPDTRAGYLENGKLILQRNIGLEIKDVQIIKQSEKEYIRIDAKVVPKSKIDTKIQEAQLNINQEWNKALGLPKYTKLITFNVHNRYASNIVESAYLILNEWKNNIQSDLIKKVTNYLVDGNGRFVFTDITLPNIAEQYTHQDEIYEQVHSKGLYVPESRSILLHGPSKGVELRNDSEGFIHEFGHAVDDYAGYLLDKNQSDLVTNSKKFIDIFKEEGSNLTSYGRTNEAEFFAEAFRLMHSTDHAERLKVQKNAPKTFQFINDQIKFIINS
# BoNT A protease: inhibitors of Botulinum neurotoxin A light chain protease; inhibition, % at 10 µM; AID 588499; 360,000 compounds, 0.17% hits; multiplex microsphere protease substrate cleavage, flow cytometry; note: plate controls were buffer without enzyme for full effect and enzyme alone for no effect
# PfHsp40 rescue: rescue of PfHsp40-mediated yeast toxicity. S. cerevisiae expressing PfHsp40, growth rescue, ATP luminescence. growth rescue, % at 12.5 µM. 340,000 compounds, 0.68% hits; in the data active = growth rescue above about 28%, passing the limit was not always enough; inconclusive = no clear call, values can overlap the other calls;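 note: yeast W303a lacking pdr1 and pdr3 grown in galactose medium; growth measured after three days at 30 °C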
# * hit, by the source's call; i = inactive; ? = inconclusive; · = not tested or not shown; & = joins results of further samples. Cut-off read from the data, not from the text of the source, unless noted: active = inhibition above about 30%; inconclusive = no clear call, values can overlap the other calls; inactive = below that.
SMILES,FadD28 binding,TcdB GH inh,BoNT F protease,CCHFV vOTU inh,PrPC TRFRET,Yp Topo-I inh,Anthrax LF inh2,BoNT A protease,PfHsp40 rescue
NS(=O)(=O)c1cccc(NC(=O)CCC(=O)c2cccs2)c1,-0.4,-0.5,-9,-10,6,4,-5,-1.9,-0.4
O=C1CCCC/C1=C/NCc1ccccc1,-3.8,·,2,-9,2,-4,-1,0.7,-0.9
CCOC(=O)c1cc(-c2ccccc2)n(CCC(=O)NC(C)CC)c1C (configuration not stated),-1.2,·,-3,16,-3,9,-2,-0.4,1.2
O=C(Cn1c2ccccc2c2nc3n(c(=O)c21)CCS3)Nc1ccccc1C(F)(F)F,-1.7,2.3,1,-2,12,19,-4,-0.9,-1.1
CC(Sc1ncccn1)C(=O)Nc1ccc2c(c1)OCCO2 (configuration not stated),-0.9,0.8,20,-2,2,2,2,7.6,-0.5
C[C@H](CO)N1C[C@H](C)[C@@H](CN(C)S(=O)(=O)c2cccs2)Oc2ccc(NS(=O)(=O)c3ccc(F)cc3)cc2C1=O,0.4,1.4&1.7,-13,-4,-6,18,-10,-0.3,0.3
O=C(CSc1ccc(F)cc1)Nc1ccccc1N1CCOCC1,-5.4,1.9,-2,12,0,10,0,0.1,1.3
CC(CN1CCC(n2nccc2NC(=O)CCCc2ccccc2)CC1)c1ccccc1 (configuration not stated),-2.3,-0.6,4,14,-7,24,1,-1.3,0.6
Cc1cc(OC(C(=O)O)c2ccccc2)c2c(C)c(Cc3ccccc3)c(=O)oc2c1 (configuration not stated),-0.6,0.9,·,-10,10,-3,·,·,1.1
CN(NS(=O)(=O)c1ccccc1)c1nc2ccccc2nc1C(F)(F)F,-3.3,·,1,11,-9,-3,2,0.6,4.0
O=C(COc1ccc(Br)cc1)N1CCN(Cc2c[nH]c3ccccc23)CC1,-2.3,·,-5,18,-4,-6,-4,0.2,1.0
Fc1ccccc1/C=N/n1c(C2CCCCC2)n[nH]c1=S,4.9,-1.1,6,-6,-6,13,-5,-1.7,0.4
COC(=O)C1=C(C)Nc2ncnn2C1c1cccnc1 (configuration not stated),1.3,·,6,7,-2,6,-8,2.4,-1.5
CNC(=S)NC(CC(=O)OC)c1ccc2c(c1)OCO2 (configuration not stated),-2.1,1.4,2,2,4,-3,0,-0.3,-1.2
CCOC(=O)NC(=O)/C(C#N)=C\c1ccccc1,1.5,0.1,4,11,-1,-6,0,-0.2,-0.1
C[C@@H]1CN([C@@H](C)CO)C(=O)CCCn2cc(nn2)CO[C@H]1CN(C)S(=O)(=O)c1ccc(-n2cccn2)cc1,-3.2,1.3&0.9,-6,1,-1,-4,-4,-0.7,·
CC(C)Oc1ccc(C(CC(=O)O)NC(=O)C(Sc2ccccc2)c2ccccc2)cc1 (configuration not stated),-3.6,0.6,4,7,-4,13,-9,0.2,-0.5
COc1ccc(C2N(C(=O)CN3CCCC3)CCCN2S(=O)(=O)c2ccccc2)cc1 (configuration not stated),-3.5,1.4,3,1,-5,-11,0,0.5,-0.3
Cc1ccc(C(=O)NNC(=O)C(C)Oc2ccc3ccccc3c2)o1 (configuration not stated),-1.3,-0.3,i,12,5,1,-105,-458,-0.5
Cc1nc(SCC(=O)NC2CCS(=O)(=O)C2)c2c3c(sc2n1)CCC3 (configuration not stated),-3.3,0.9,0,-2,6,-10,1,0.2,-2.3
N#Cc1ccc(CN2CCN(C(=O)CNC(=O)Cc3cccc4ccccc34)CC2)cc1,-3.1,0.2,4,1,1,20,-2,-0.3,-0.6
Cc1ccc(S(=O)(=O)Nc2ccc(-c3nc4ccc(C)cc4s3)cc2)cc1,-0.8,0.6,-4,-78,-1,2,-3,0.8,-0.8
COc1ccc(-c2ccc([C@H]3[C@H]4C=CC[C@@H](C)[C@@H]4C(=O)N3Cc3ccccc3)c(F)c2)cc1,-2.0,-0.1,0,13,-7,9,-4,-0.1,0.5
Fc1cccc(-c2ccc3c(c2)CN(c2cccc(Cl)c2)Cc2cnnn2-3)c1,-3.8,0.8,1,16,0,·,-8,0.3,·
O=C(NC1CCN(Cc2ccccc2)CC1)c1ccc(CS(=O)c2ccc(F)cc2)o1 (configuration not stated),-2.0,1.8,-2,2,-4,6,0,-1.2,1.2
# The list continues:
SMILES,FadD28 binding,TcdB GH inh,BoNT F protease,CCHFV vOTU inh,PrPC TRFRET,Yp Topo-I inh,Anthrax LF inh2,BoNT A protease,PfHsp40 rescue
CN(C)c1ccc2c3c(ccc(N(C)C)c13)C(=O)OC2,-1.0,-8.3,·,16,-4,-4,·,·,·
COc1ccc2c(=O)c(C(=O)O)c(-c3ccc4c(c3)OCO4)n(C)c2c1,1.5,·,6,-12,0,-1,6,0.6,-1.4
C#CCNC(=O)C[C@@H]1C[C@@]2(C(=O)OCC)CCC=C2N(Cc2cccc3ccccc23)C1=O,·,1.9,-16,6,-6,·,-6,-0.2,·
Cn1cnc(CCN)c1,-2.8,-3.3,-4,3,7,-7,-1,-1.2,-0.6
CCn1cc(S(=O)(=O)NCc2ccccc2Br)cn1,-1.3,1.5,-1,3,1,-1,-1,1.0,0.8
CCCCn1c(CCC)nc([N+](=O)[O-])c1Sc1ccc(Cl)cn1,-2.9,·,14,2,8,13,6,0.3,-0.9
CCN1C(=O)[C@H]2[C@@H](c3ccc(C(F)(F)F)cc3)N[C@]3(CCCN(Cc4ccc(F)cc4)C3=O)[C@H]2C1=O,-7.0,-0.7,-2,0,5,10,-2,-0.1,·
N#CCCN=C(NS(=O)(=O)c1ccccc1)c1ccccc1,-0.5,-1.9,-2,5,4,5,0,0.7,1.7
O=C(COC(=O)c1ccccc1C(=O)N1CCN(c2ccccc2)CC1)Nc1ccc(F)cc1,-1.2,·,-22,6,0,8,1,-0.7,0.8
COc1ccc(-c2cc(=O)n(-c3ccc([N+](=O)[O-])cc3)[nH]2)cc1,1.7,·,-15,4,-1,-28,-4,-0.7,-1.2
CC(C)CC1C(=O)N(Cc2cn(CCC3OCCCO3)nn2)CCS(=O)(=O)N1Cc1ccc(-c2ccc(Cl)nc2)cc1 (configuration not stated),-2.9,0.7,-4,-1,-16,41,-5,-0.1,·
C/C(=N\Nc1c(Cl)c(Cl)nc(C(=O)O)c1Cl)c1ccc(O)cc1,1.0,0.9,-15,23,-1,2,-3,-3.1,0.4
COc1ccc(CNC(=O)CCS(=O)(=O)c2ccc3nc(C)sc3c2)cc1,-3.4,-2.0,-6,17,5,-3,-4,-0.6,·
COC(=O)C1=C[C@@H](C(=O)OC)[C@@H]2C3=C(C(=O)[C@@]2(C)NC(=O)c2ccccc2)[C@H](c2ccccc2)[C@@H]2C(=O)NC(=O)[C@@H]2[C@@H]3C1,0.7,-2.4,8,-1,2,-4,0,0.4,-1.3
Cc1ccc(NC(=O)c2cc(C)nc3ccccc23)c(Br)c1,-1.2,2.2,6,-13,3,13,8,1.9,0.7
CC(=NNC(=O)COc1cccc(C)c1)c1cccnc1,·,0.4,0,-9,2,5,4,0.2,-1.0
COc1cccc(C(=O)/C=C/Nc2ccc(NC(C)=O)cc2)c1,1.3,0.3,-7,-7,-9,-6,-2,0.5,-1.1
COc1cc(C(=O)Nc2ccc3c(c2)Cc2ccccc2-3)cc(OC)c1OC,-1.5,0.2,-4,5,2,18,-1,-0.7,-0.4
Cc1ccc(-c2c(C(=O)c3ccc(Br)cc3)[nH]c(N)c2C(=O)NCc2ccc(Cl)cc2)cc1,·,-0.5,-4,0,2,·,4,-1.0,·
Cc1ccc(S(=O)(=O)Oc2ccccc2C=C2C(=O)N(C)C(=O)N(C)C2=O)cc1,0.0,0.0,-8,15,6,17,2,-1.8,0.0
COc1ccc(CN(C)C(C)C(=O)NC2CCCc3ccccc32)cc1 (configuration not stated),-3.6,0.3,-5,-7,0,21,-2,0.4,-2.0
O=C(CNC(=O)Cc1ccccc1)N=Nc1c(O)n(Cc2ccc3c(c2)OCO3)c2ccccc12,0.9,0.2,-2,22,3,-5,-2,0.5,-0.1
O=C(Nc1ccccc1N1CCOCC1)C1CCN(S(=O)(=O)c2cccc(C(F)(F)F)c2)CC1,-3.6,·,0,14,-1,22,3,0.4,2.2
O=C1NC2(CCCCC2)C(=O)N1/N=C/c1ccccc1Br,-3.5,2.9,-1,-3,-4,4,-3,-0.4,-0.6
Cc1nnc(N2C(=O)c3ccc(Br)cc3C2=O)s1,-0.8,0.3,?,10,2,-14,15,-5.8,-0.1
# (more compounds)
SMILES,FadD28 binding,TcdB GH inh,BoNT F protease,CCHFV vOTU inh,PrPC TRFRET,Yp Topo-I inh,Anthrax LF inh2,BoNT A protease,PfHsp40 rescue
COc1ccc(C)cc1N(C(=O)c1ccccc1)c1nc2ccccc2s1,-5.4,·,-1,5,8,-1,-1,-0.5,1.9
CC(C)C(=O)Nc1nnc(SCC(=O)NC2CC2)s1,0.3,·,-23,-28,-5,5,-1,-1.6,-1.0
CC(=O)Nc1ccc(NC(=O)COC(=O)C2CCCCC2)cc1,-2.1,-0.8,-3,-4,4,5,3,-4.3,0.3
COC(=O)CSc1ccc(S(=O)(=O)N2CCOCC2)cc1[N+](=O)[O-],-2.2,-0.2,-3,1,-8,-1,-2,-0.2,-0.1
COc1ccc(/C=C2\CCCCC2=O)cc1,-0.4,0.0,20,-5,7,2,7,-0.2,-0.1
CSc1ccccc1OCc1cc(C(=O)N2CCN(c3ncccn3)CC2)no1,2.4,0.8,8,14,-3,31,-1,2.4,4.7
COc1ccc(OCC(=O)N2CCN(C(=O)c3cccs3)CC2)cc1,-1.0,·,2,9,-1,2,3,0.4,-0.8
CC(=O)NS(=O)(=O)c1ccc(NC(=O)[C@@H]2CCCN2S(=O)(=O)c2ccc(Cl)cc2)cc1,-2.4,1.2,2,4,5,7,-2,0.2,0.2
CCSC(=O)NC1CCCCC1,-1.3,-0.1,·,-7,1,2,·,·,·
COc1ccc([N+](=O)[O-])cc1N(CC(O)CN1CCOCC1)S(=O)(=O)c1ccccc1 (configuration not stated),1.0,0.0,-6,7,-9,-1,-8,-2.9,-0.9
COc1ccc(/C=N/N=C2/NC(=O)C(c3ccccc3)S2)c(OC)c1 (configuration not stated),-2.9,·,2,17,-7,4,-9,0.1,0.7
CCN(C(=O)c1ccnn1C)c1ccccc1,-0.5,·,-16,2,3,-1,-2,-0.5,-0.5
C[C@@H]1CCCCO[C@H](CN(C)C(=O)c2ccccc2)[C@@H](C)CN([C@H](C)CO)C(=O)c2cc(NC(=O)NC3CCCCC3)ccc2O1,2.4,1.0&-1.0,-1,18,-2,18,-4,-0.1,·
CC(=O)Nc1ccc(NC(=O)CSc2ncnc3sc(C)c(C)c23)cc1,·,1.0,-23,-7,19,24,-11,-4.7,0.0
Cc1cccc(C(=O)N2CCc3cc(-c4nc(NC(=O)CN5CCCC5)sc4C)ccc32)c1,-1.8,2.0,-14,-9,-3,16,4,-8.5,-1.8
NC(=O)c1ccccc1NC(=O)c1ccc2ccccc2c1,-6.4,0.7,-18,4,-17,0,7,1.3,1.9
CSc1ccc(CN2CCC(C)(Oc3ccccc3C)C2)cc1 (configuration not stated),-1.0,0.4,-2,-11,-5,24,-4,-0.5,·
CCN1C(=O)/C(=C/c2cccs2)N(C)C1=S,-2.7,·,-23,1,2,-2,-8,-0.8,1.3
O=C(c1ccccc1F)N1CCC2CC1c1cc(-c3ccc4c(c3)OCO4)ccc12 (configuration not stated),-0.8,0.8,-11,2,1,·,-10,0.1,·
CSc1cccc(NC(=O)CCC(=O)O)c1,-0.4,0.1,-2,-14,-2,5,0,0.5,-0.3

# Three of the compounds above, with bars between the fields:
Compound | FadD28 binding | TcdB GH inh | BoNT F protease | CCHFV vOTU inh | PrPC TRFRET | Yp Topo-I inh | Anthrax LF inh2 | BoNT A protease | PfHsp40 rescue
CC(=O)NS(=O)(=O)c1ccc(NC(=O)[C@@H]2CCCN2S(=O)(=O)c2ccc(Cl)cc2)cc1 | -2.4 | 1.2 | 2 | 4 | 5 | 7 | -2 | 0.2 | 0.2
O=C(c1ccccc1F)N1CCC2CC1c1cc(-c3ccc4c(c3)OCO4)ccc12 (configuration not stated) | -0.8 | 0.8 | -11 | 2 | 1 | · | -10 | 0.1 | ·
CSc1ccc(CN2CCC(C)(Oc3ccccc3C)C2)cc1 (configuration not stated) | -1.0 | 0.4 | -2 | -11 | -5 | 24 | -4 | -0.5 | ·

# Screening results from PubChem BioAssay.

# Not a hit list; 2.3% or so of the library scored in one or more.
